High-throughput results from PubChem.
MEKK2wt PB1 HTS – modulators of MEK5 binding to wildtype MEKK2, primary screen, biochemical, multiplex bead flow cytometry, Alexa488-MEK5; Mitogen-activated protein kinase kinase kinase 2 (Homo sapiens), Q9Y2U5; Alexa488-MEK5 binding to MEKK2 WT; actives lie on both sides; binding response (% of control), % at 10 µM; actives 1.1% (n = 290,000); in the data active means binding response below about 67% or above about 130%
MEKK2 mut-MEK5 – MEK5 binding signal on mutant MEKK2 PB1, primary screen, biochemical, multiplex bead flow cytometry, Alexa488-MEK5; Alexa488-MEK5 binding to MEKK2 mutant; percent response, % at 10 µM; actives 0.35% (n = 290,000); AID 1530, 2009; in the data active means percent response above about 24%, passing the limit was not always enough; further: inactives centre near 1; some results filed as inactive read as strong as hits
FID counter – compounds displacing fluorescent DNA intercalator, primary screen, artefact control for HCV NS3 helicase inhibitor project, biochemical, FID fluorescence. DNA fluorescent intercalator displacement. actives 0.17% (n = 290,000). inhibition, % at 7.9 µM; in the data active means inhibition above about 37%;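 further: 0% = vehicle and 100% = reference compound; higher means more ethidium bromide displaced from hairpin DNA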
PfM18AAP inh – PfM18AAP inhibitors, malaria aminopeptidase, primary screen, biochemical, QFRET, recombinant enzyme; actives 1.2% (n = 290,000); inhibition, % at 7.35 µM; H-Glu-NHMec fluorogenic cleavage; M18 aspartyl aminopeptidase (Plasmodium falciparum 3D7);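 active means inhibition above the campaign mean inhibition over all tested compounds plus 3 SD, cut at about 28% in these data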;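 further: 0% = plate median of test compound wells and 100% = 2 mM ZnCl2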
VIM-2 inhibitor – VIM-2 metallo-beta-lactamase inhibitors, primary screen, biochemical, epi-absorbance readout, Pseudomonas aeruginosa enzyme | purified VIM-2, nitrocefin hydrolysis, epi-absorbance fluorescence | inhibition, % at 5.6 µM | actives 0.89% (n = 290,000);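 active means inhibition above the mean of all tested compounds plus 3 SD, cutoff set per screening run, cut at about 7.5% in these data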;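 further: red hydrolysis product quenches plate fluorescence so inhibitors raise well fluorescence; 0% = enzyme with DMSO and 100% = DMSO without enzyme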
NALP1 inh – NALP1 inflammasome inhibitors in reconstituted yeast, colorimetric, S. cerevisiae, triplicate retest. AID 2071, 2009. inhibition, % at 10 µM. actives 0.61% (n = 280,000). S. cerevisiae NALP1/ASC/caspase-1 growth, X-gal OD620, 72 h; in the data active means inhibition mostly above about 24%, no sharp cut-off; inactive means mostly below about 32%; further: some compounds called inactive have numbers as strong as hits
IMP-1 inh – IMP-1 metallo-beta-lactamase inhibitors, primary screen, biochemical, epi-absorbance readout, Pseudomonas aeruginosa enzyme | AID 1556, 2009 | inhibition, % at 5.6 µM | purified IMP-1, nitrocefin hydrolysis, epi-absorbance fluorescence | metallo-beta-lactamase IMP-1 (Pseudomonas aeruginosa) | actives 0.45% (n = 290,000);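 active means inhibition above the mean plus 3 SD of all compounds in the same screening run, cut at about 4.5% in these data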;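 further: 0% = IMP-1 with DMSO and 100% = DMSO wells lacking enzyme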
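Test system: recombinant IMP-1 enzyme, purified / Medium: HEPES buffer pH 7.1 with ZnSO4 and Brij 35 / Doses: single dose, 5.6 µM / Times: 25 °C, 15 min preincubation, 25 min reaction / Detection: Epi-absorbance via hydrolysed-nitrocefin quenching of white-plate fluorescence, 480/530 nm, EDTA stop / Evaluation: percent inhibition from optical density relative to buffer-blank wells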
UBC9 SUMO inh – inhibitors of in vitro SUMOylation cascade, primary screen, biochemical, HTRF, uHTS; SUMO-conjugating enzyme UBC9 (Homo sapiens), P63279; HTRF SUMOylation assay, SAE1/SAE2 + UBC9; inhibition, % at 35 µM; actives 0.36% (n = 290,000); AID 2006, 2009; in the data active means inhibition above about 50%, passing the limit was not always enough; further: strong numbers were not always called active
Target sequence (P63279 whole entry, looked up): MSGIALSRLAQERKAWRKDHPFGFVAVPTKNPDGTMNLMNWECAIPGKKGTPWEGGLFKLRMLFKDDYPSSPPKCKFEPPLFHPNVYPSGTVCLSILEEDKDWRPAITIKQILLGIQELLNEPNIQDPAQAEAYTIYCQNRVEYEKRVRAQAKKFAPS
NS3 helicase inh – inhibitors of HCV NS3 helicase, primary screen, biochemical, Cy5 molecular beacon fluorescence. Hepatitis C virus NS3 helicase. NS3 helicase DNA unwinding. inhibition, % at 10.9 µM. actives 0.56% (n = 290,000). AID 1800, 2009;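 active means inhibition above the mean of all tested compounds plus 3 SD, set per campaign, cut at about 35% in these data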;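 further: 0% = DMSO wells and 100% = thioflavine S control wells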
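System: HCV NS3 helicase fragment; control set: DMSO and thioflavine S; technique: Cy5 fluorescence at 0 and 60 min, beacon hairpin quenching; reagent: beacon DNA duplex substrate plus ATP; replicates: singlicate; schedule: 1 h reaction at 25 °C, ATP-initiated; medium: MOPS buffer pH 6.5 with MgCl2, DTT, Tween20, BSA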
The depositor's hits bear a star; x = not tested or not shown.

SMILES	MEKK2wt PB1 HTS	MEKK2 mut-MEK5	FID counter	PfM18AAP inh	VIM-2 inhibitor	NALP1 inh	IMP-1 inh	UBC9 SUMO inh	NS3 helicase inh
CC1=NN(C(=O)Cn2ccc([N+](=O)[O-])n2)C(O)(C(F)(F)F)C1 (stereo not drawn)	98	-1	1	1	-7.2	29	-3.0	-18	0
COc1ccc(N2CCN(C(CNC(=O)C(C)(C)C)c3ccco3)CC2)cc1 (stereo not drawn)	104	3	-17	-7	-0.8	-5	-0.4	8	8
O=C(OCCN1C(=O)c2ccccc2C1=O)c1ccco1	109	5	-4	-2	1.0	6	0.3	11	15
CN(C)S(=O)(=O)c1cccc(CSc2cccc[n+]2[O-])c1	96	-2	-3	-11	-4.6	18	-4.6	36	2
CCOC(=O)C1CCCN(C(=O)C2CCC(CNS(=O)(=O)c3ccc(NC(C)=O)cc3)CC2)C1 (stereo not drawn)	100	2	-30	-12	-1.6	-12	-4.7	22	5
S=C(Nc1ccccc1Cl)N1CCC(c2ccccc2)C1 (stereo not drawn)	104	2	-13	-1	-2.5	2	-2.1	8	1
N#CC1C(C#N)N2CCCN2C1c1ccc(Br)cc1 (stereo not drawn)	92	-14	2	-19	0.9	-1	1.6	-1	2
CCOC(=O)CC1C(=O)NCCN1c1nc2c(C)cccn2c(=O)c1/C=C1\SC(=S)N(C(C)CC)C1=O (stereo not drawn)	67	-23	-9	-1	0.0	-9	-2.0	5	-2
O=C(NCCS(=O)(=O)c1ccc(Br)cc1)c1ccccc1Cl	96	-4	-13	-6	-5.0	17	-1.1	9	10
COC(=O)c1scc(S(=O)(=O)C(C)C)c1N/N=C(\C#N)C(=O)c1ccc(Cl)cc1	100	0	-26	3	-4.2	22	-3.5	18	-12
Nc1ncc(S(=O)(=O)c2ccc(Cl)cc2)c(N)n1	107	0	-5	-13	0.2	17	-0.4	10	-2
O=C(c1noc2c1CCCC2)N1CCC(CO)(Cc2ccccc2Cl)CC1	95	-5	-23	1	-0.7	13	0.4	4	-3
O=C(O)COc1cccc(/C=C2/SC(=S)N(Cc3ccccc3)C2=O)c1	102	6	3	2	-1.1	-17	-0.8	18	10
O=C(CCC(=O)Nc1ccc(F)cc1)N/N=C/c1ccc(O)cc1O	99	-2	-1	6	-1.6	-7	-2.6	19	-6
O=S(=O)(c1ccccc1)C1(S(=O)(=O)c2ccccc2)CCCC1	109	4	-5	1	-3.5	0	-2.9	7	14
CC1(C)Cc2ccccc2-c2n[nH]c(=S)n21	95	-3	-5	1	2.2	-7	-4.9	8	10
CCCCn1c(SCC(=O)Nc2nnc(CC)s2)nc2ccccc2c1=O	99	3	-7	2	-1.4	6	-2.5	11	0
CC1C(=O)Nc2ccc(S(=O)(=O)NCCc3ccc(Cl)cc3)cc2NC1=O (stereo not drawn)	105	3	-10	1	-2.5	-4	-1.7	8	0
CN1CCC(=NNC(=O)c2cn(-c3ccccc3)nc2-c2ccccc2)CC1	108	4	-16	-13	-2.7	13	-1.7	-18	12
COC(=O)c1ccc(C(=O)Nc2cc(Cl)ccc2Cl)cc1NC(=O)c1ccccc1C	106	7	1	7	-2.4	27	-3.0	2	6

The final 4 records of the section above open the next one.
SMILES	MEKK2wt PB1 HTS	MEKK2 mut-MEK5	FID counter	PfM18AAP inh	VIM-2 inhibitor	NALP1 inh	IMP-1 inh	UBC9 SUMO inh	NS3 helicase inh
CCCCn1c(SCC(=O)Nc2nnc(CC)s2)nc2ccccc2c1=O	99	3	-7	2	-1.4	6	-2.5	11	0
CC1C(=O)Nc2ccc(S(=O)(=O)NCCc3ccc(Cl)cc3)cc2NC1=O (stereo not drawn)	105	3	-10	1	-2.5	-4	-1.7	8	0
CN1CCC(=NNC(=O)c2cn(-c3ccccc3)nc2-c2ccccc2)CC1	108	4	-16	-13	-2.7	13	-1.7	-18	12
COC(=O)c1ccc(C(=O)Nc2cc(Cl)ccc2Cl)cc1NC(=O)c1ccccc1C	106	7	1	7	-2.4	27	-3.0	2	6
Cn1cc(CN2CCCC(C(=O)Nc3cccc(-n4cccn4)c3)C2)cn1 (stereo not drawn)	106	1	-4	8	-3.3	6	-2.8	5	1
N#Cc1cc(C(=O)c2cc(Cl)ccc2O)cn(CC2CCCO2)c1=O (stereo not drawn)	97	-3	-13	-8	-4.0	-8	-3.2	13	-3
O=C(/C=C/c1cccc(F)c1)NCc1ccc2c(c1)OCO2	97	-2	-12	-3	-0.5	19	-6.3	1	-1
CCN(CC)C(=O)C(Oc1ccc(S(=O)(=O)N2CCCC2)cc1[N+](=O)[O-])c1ccccc1 (stereo not drawn)	102	1	-32	-16	-1.7	21	-1.9	16	-9
Cc1ccc2nc(NC(=O)CCNS(=O)(=O)c3ccc(Br)s3)sc2c1	109	3	1	0	-6.4	0	-4.1	-8	-26
COc1ccc(-c2cn[nH]c2-c2ccc(OCc3ccccc3F)cc2O)cc1OC	96	-3	-21	7	-5.0	4	-4.8	-8	-40
COc1ccc(NC(=O)c2[nH]c(C)c(C(C)=O)c2C)cc1S(=O)(=O)Nc1ccc(Br)cc1	101	5	-5	2	-2.3	-1	-1.8	-1	6
CCc1cc(CC)c(/C=N/NC(N)=O)c(CC)c1	92	-10	-17	1	-1.9	-2	-2.5	-4	-7
Cc1cc(C)n(/N=C/c2ccccc2)c(=O)c1C#N	97	-2	-2	1	-2.7	7	-2.9	6	0
CC1(C)CC(=O)C(C2(O)C(=O)N(Cc3ccccc3)c3ccccc32)CO1 (stereo not drawn)	98	-8	-10	4	-3.4	14	-0.5	14	0
Cc1ncsc1C(=O)Nc1nc2c(s1)CCCC2	101	1	-7	2	-2.9	11	-3.0	-7	-4
Cc1cc([N+](=O)[O-])cc(C)c1OCC(=O)N/N=C/c1ccc(OC(=O)c2ccccc2)cc1	96	-1	-16	0	-4.0	-21	-2.4	1	1
NC(=S)C(c1ccccc1)c1ncc(C(F)(F)F)cc1Cl (stereo not drawn)	98	0	-8	3	-0.4	-36	-0.9	-8	3
CCC(C)NC(=O)c1cn(CC)c2cc(N3CCN(C(=O)c4ccco4)CC3)c(F)cc2c1=O (stereo not drawn)	99	-1	-56	9	2.1	-26	-0.5	x	-21
COc1ccc(C(=O)NC2CCCc3c2cnn3-c2cc(F)cc(F)c2)c(OC)c1OC (stereo not drawn)	100	1	-67	0	-1.0	7	-1.3	7	-7
Cc1nc2ccccc2n1CC(=O)OCC(=O)NC1CC1	100	0	2	-4	-3.6	0	-0.7	-27	14
CCCN1CCN(C(=O)c2ccc(CS(=O)c3ccc(F)cc3)o2)CC1 (stereo not drawn)	106	5	-6	-1	-1.6	-27	0.8	4	5
CCOc1ccc(CN2CCN(Cc3cc4ccccc4[nH]3)CC2CCO)cc1 (stereo not drawn)	112	6	13	2	-1.1	12	-1.8	24	-40
CC(=O)N1c2ccccc2N(Cc2ccc([N+](=O)[O-])cc2)C(=O)C1(C)C	97	1	-2	-15	1.7	29	-0.1	11	17
CC1CCC2(CC1)NC(=O)N(CC(=O)N1CCN(S(=O)(=O)c3ccccc3)CC1)C2=O (stereo not drawn)	98	-3	-15	-5	-1.3	-6	-2.4	-2	4
O=C(CCS(=O)(=O)Cc1ccccc1)N1CCN(c2ccc([N+](=O)[O-])cc2)CC1	103	-5	-8	-2	-0.3	4	-1.9	13	0
CCOC(=O)/C(N=Nc1c(Br)cc(Br)cc1Br)=C(\C)O	120	5	-1	-7	-1.2	-9	-1.8	11	-2
O=C(Nc1ccc(Br)cc1)N1CCc2ccccc2C1	94	-4	-16	-2	-1.1	-3	-2.5	-2	-4
COc1cccc(CC(=O)OCC(=O)N2CCN(c3ccc(F)cc3)CC2)c1	110	5	-28	-4	-1.1	21	-0.7	1	-2
O=C(O)C1C2CCC(C2)C1C(=O)NCc1ccccn1 (stereo not drawn)	104	11	0	-3	-5.4	7	-0.3	-13	-11
O=C(/C=C/c1ccccc1)N1CCC(c2ccccc2)C1 (stereo not drawn)	98	-1	-31	5	-3.7	55	-4.4	-13	15
CC1CCCC1/C(=N/O)c1ccccc1 (stereo not drawn)	97	-1	-8	-3	0.5	12	-1.0	0	-4
COc1ccccc1CNC(=O)c1nn(C)c2c1CS(=O)(=O)c1ccccc1-2	97	0	-21	-2	-1.3	1	-0.9	-4	-8
O=c1[nH]cnc2scc(-c3ccsc3)c12	93	-3	0	-5	0.9	-1	-1.2	17	-3
CC(C)CCOCc1nc2sc3c(c2c(=O)[nH]1)CCC(C)C3 (stereo not drawn)	86	-13	-8	7	-6.1	7	-4.1	17	3
Nc1ccc(NC(=O)c2cccs2)c(Cl)c1	92	-5	-1	-13	-2.1	16	-3.1	1	6
Cc1c(NC(=O)COC(=O)CCC(=O)c2ccc(Cl)cc2)c(=O)n(-c2ccccc2)n1C	100	-2	-21	4	-3.8	3	-2.5	9	2
CCN1CCN(CCC(=O)Nc2ccc(F)c(F)c2)CC1	109	2	-1	9	-1.9	-2	-1.4	10	-4
COc1cccc(C2c3[nH]c4ccccc4c3CCN2C(=O)c2ccccc2F)c1OC (stereo not drawn)	78	-8	-31	5	1.5	14	0.3	-38	-24
Cc1ccc(OCCSc2nc3ccccc3n2CCC(=O)O)cc1	111	10	-38	-16	-1.2	-20	-1.4	11	10
CCCS(=O)(=O)N1CCCC(C(=O)NCCCN2CCCC2=O)C1 (stereo not drawn)	98	-4	1	-13	-1.9	16	2.7	8	-8
CN(C)CCCN(C(=O)c1ccc(S(=O)(=O)N(C)C)cc1)c1nc2cc3c(cc2s1)OCO3	114	9	11	2	-1.8	2	-3.5	16	-2
Cc1c(Cl)cccc1NC(=S)N(Cc1cccs1)C1CCCC1	97	-6	-1	14	1.9	30	-2.2	11	1
Cc1ccc(NC2=NCC(=O)N2C2CCCC2)cc1	100	0	0	-8	-1.6	14	-3.5	40	-7
O=C(CCCc1cccs1)N1CCN(S(=O)(=O)c2ccccc2Br)CC1	x	x	-35	-9	-1.8	-5	-0.7	-4	-15
Cc1ccc(NC(=O)CCCC2CCCCC2)c(O)c1	102	10	-24	-4	-2.2	3	-2.5	-6	2
COc1ccc(Br)cc1C(C[N+](=O)[O-])c1c(N)n(C)c(=O)n(C)c1=O (stereo not drawn)	90	-9	-2	18	0.4	x	-1.7	-14	11
O=C(CCCOc1ccccc1)Nc1ncccn1	89	-2	-5	-4	-1.2	20	-1.8	-6	5
